# SSB-PriA inh: blocks PriA binding to SSB C-terminal tail | 430,000 compounds, 0.6% hits | AlphaScreen SSBct-PriA binding, biotinylated peptide | inhibition, % at 33 µM; in the data active = inhibition mostly above about 37%, no sharp cut-off; inactive = mostly below about 20%;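 also: plate controls were negative control peptide for no effect and reference peptide for full effect; strong numbers were not always called active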
# * marks the source's active call; other numbers are inactive results; & = joins results of further samples.
# The first 16 records, to show the layout:
SMILES,SSB-PriA inh
O=C(Cc1csc2nc(-c3ccccc3)cn12)NCc1ccc(Cl)cc1,-1.0
CCS(=O)(=O)c1ccc(-c2cccc(NC(=O)c3ccccc3C(F)(F)F)c2)nn1,-15.0
CCc1nnc(NN=Cc2c(C)[nH]c3ccccc23)n1N,30.7
COc1ccc(OC)c(NC(=O)C(=O)NCC2CCN(C3CCCC3)CC2)c1,1.0
Cc1nc(OCC(=O)Nc2cccc(Cl)c2C)cc(-n2cccn2)n1,-23.0
Fc1ccc(-c2cc3c(SCc4cccc(Cl)c4)nccn3n2)cc1,1.0
Cc1ccc(C)c(S(=O)(=O)N2C(=S)NC(=O)C2Cc2ccccc2)c1 (stereo not given),17.0
O=C(Nc1ccccc1C(=O)NN=Cc1ccco1)c1ccc(Cl)cc1,0.4
O=C(Cn1cccc1)N1CC(S(=O)(=O)C2CCCCC2)C1,5.0
O=S(=O)(NN=Cc1ccc(N2CCOCC2)cc1)c1ccc(Br)cc1,-2.0
Cc1ccc2[nH]c3c(=O)n(CC(=O)N4CCN(c5ccccn5)CC4)cnc3c2c1,2.0
O=C(CSc1nc2sc3c(c2c(=O)n1-c1ccc(Cl)cc1)CCCC3)NCc1ccco1,-11.0
O=C(NCCOc1ccccc1)c1cc([N+](=O)[O-])ccc1Cl,3.0
O=C(NC1CCC(Oc2cnccn2)CC1)N1CCOCC1 (stereo not given),-9.0
COc1ccc(N(CC(O)CN2CCN(Cc3ccccc3)CC2)S(=O)(=O)c2ccc(C)cc2)cc1 (stereo not given),-5.0
N#Cc1c(NC(=O)/C=C/c2ccccc2)sc2c1CCCC2,4.0

# Results, from the start:
SMILES,SSB-PriA inh
O=C(Cc1csc2nc(-c3ccccc3)cn12)NCc1ccc(Cl)cc1,-1.0
CCS(=O)(=O)c1ccc(-c2cccc(NC(=O)c3ccccc3C(F)(F)F)c2)nn1,-15.0
CCc1nnc(NN=Cc2c(C)[nH]c3ccccc23)n1N,30.7
COc1ccc(OC)c(NC(=O)C(=O)NCC2CCN(C3CCCC3)CC2)c1,1.0
Cc1nc(OCC(=O)Nc2cccc(Cl)c2C)cc(-n2cccn2)n1,-23.0
Fc1ccc(-c2cc3c(SCc4cccc(Cl)c4)nccn3n2)cc1,1.0
Cc1ccc(C)c(S(=O)(=O)N2C(=S)NC(=O)C2Cc2ccccc2)c1 (stereo not given),17.0
O=C(Nc1ccccc1C(=O)NN=Cc1ccco1)c1ccc(Cl)cc1,0.4
O=C(Cn1cccc1)N1CC(S(=O)(=O)C2CCCCC2)C1,5.0
O=S(=O)(NN=Cc1ccc(N2CCOCC2)cc1)c1ccc(Br)cc1,-2.0
Cc1ccc2[nH]c3c(=O)n(CC(=O)N4CCN(c5ccccn5)CC4)cnc3c2c1,2.0
O=C(CSc1nc2sc3c(c2c(=O)n1-c1ccc(Cl)cc1)CCCC3)NCc1ccco1,-11.0
O=C(NCCOc1ccccc1)c1cc([N+](=O)[O-])ccc1Cl,3.0
O=C(NC1CCC(Oc2cnccn2)CC1)N1CCOCC1 (stereo not given),-9.0
COc1ccc(N(CC(O)CN2CCN(Cc3ccccc3)CC2)S(=O)(=O)c2ccc(C)cc2)cc1 (stereo not given),-5.0
N#Cc1c(NC(=O)/C=C/c2ccccc2)sc2c1CCCC2,4.0
COC(=O)C(=Nc1ccccc1)C(C(=O)C(=O)N(C)c1ccccc1)=C(O)c1ccc(Cl)cc1,1.5
CC(=O)Nc1cccc(NC(N)=Nc2nc(C)cc(C)n2)c1,-8.7
COC(=O)N1CCc2ccc(NC(=O)c3cc4ccc(OC)cc4[nH]3)cc2C1,0.0
CC(C)N(Cc1ccccc1)CC(O)COc1cccc2ccccc12 (stereo not given),1.0
COc1ccc(Br)c(C(=O)Nc2ccccc2-c2cn3cccc(C)c3n2)c1,-14.0
CCOC(=O)Cc1csc(NC(=O)COc2ccc(Cl)cc2)n1,-14.0
O=C(Nc1sc2ccccc2c(=O)c1-c1cccs1)c1ccc([N+](=O)[O-])cc1,14.0
Cn1ncc2c(N3CCN(c4ccc([N+](=O)[O-])cc4)CC3)ncnc21,-6.0
CC(C)c1ccc(NC(=O)C[C@H](NCCCN2CCOCC2)C(=O)O)cc1,7.0
COc1ccc(-c2nc(NC(=O)CSc3ccc(F)cc3)sc2C)cc1,12.0
Cn1c(=O)c2c(ncn2CN2CCC(Cc3ccccc3)CC2)n(C)c1=O,1.0
O=C(CCn1cnc2ccccc2c1=O)N1C2C=CCC1CC2 (stereo not given),4.0
COc1ccc(NC(=O)CSc2nnc3ccc(C(=O)Nc4ccc(C)cc4)cn23)cc1OC,-4.0
CS(=O)(=O)N1CCC(CNC(=O)N2CCNC2=O)CC1,4.0
CCOC(=O)Cc1csc(NS(=O)(=O)Cc2noc3ccccc23)n1,7.0
O=C(NN=C1CC2CCC1C2)c1cc2ccccc2cc1O (stereo not given),-3.6
Cc1cc(C)n(-c2ccc(N3CCCC(C(=O)NCc4nc5ccccc5[nH]4)C3)nn2)n1 (stereo not given),0.0
O=c1[nH]c2nonc2c(=O)n1-c1cccc(Cl)c1,6.0
CN(C)S(=O)(=O)c1ccc(C(=O)NCc2nnc(SCC(=O)Nc3cccc(F)c3)o2)cc1,4.0
O=C(NCc1ccc([C@@H](O)c2cccs2)s1)C(=O)Nc1ccccc1F,-4.0
Cc1cn2c(=O)c(C(=O)Nc3cccc(Cl)c3C)cnc2s1,3.0
CCOc1ccc(N2CC(NC(=O)N3CCN(Cc4ccc5c(c4)OCO5)CC3)CC2=O)cc1 (stereo not given),-1.0
CC(C)(CN)CN1CCCCCC1,10.0
Cc1no[n+]([O-])c1COc1ccccc1C=Nn1nnnc1N,-4.6
COc1ccc(S(=O)(=O)NCCOc2cc(C)cc(C)c2)cc1,0.0
O=C1CC(NC(=O)c2ccccc2)C(=O)O1 (stereo not given),8.0
Cc1nc2ccccc2c(=O)n1-c1cccc(NC(=O)c2cccc(C(F)(F)F)c2)c1,-16.0
CC(=O)Nc1ccc(NC(C)=CC(=O)c2cccnc2)cc1,-1.6
CO[C@@](C)(CNC(=O)C1c2ccccc2Oc2ccccc21)c1ccccc1F,5.0
COC(=O)c1ccccc1NC(=O)c1ocnc1C,-8.0
O=C1N=C(N2CCN(c3ccccc3F)CC2)S/C1=C\c1cccnc1,-5.0
O=c1n(CCNS(=O)(=O)c2ccc3c(c2)OCCO3)nc(-c2cccs2)n1C1CC1,-14.0
COc1cc(COCC2CCN(CC(=O)N3CCc4ccccc43)CC2)cc(OC)c1,-2.0
COc1ccccc1NC(=O)C(=O)NCc1cccs1,-26.0
CSC1CCN(C(=O)c2ccc(N(C)C)cc2)C1 (stereo not given),8.0
COC(=O)c1sccc1NC(=O)c1cc2n(n1)CCCO2,-8.0
CCSc1ccccc1C(=O)NCC#CCOc1ccccc1C(N)=O,-3.0
CC(=NNC(=O)CCc1ccc(S(=O)(=O)N2CCOCC2)cc1)c1ccccc1Cl,4.7
Cc1cccc(OCC(=O)Nc2cccc3ccc(-n4ccnc4)nc23)c1,-6.0
CN1C(=N)NC(=O)/C1=C/c1ccc(F)cc1,-3.4
COc1ccc(Nc2cc(C)nc(NCCN)n2)cc1,3.0
CCc1nc(SCC(=O)N(CC)CC)c(C#N)c2c1CCCC2,3.0
Cn1cnc(S(=O)(=O)NCCNC(=O)c2ccccc2Br)c1,-9.0
CS(=O)(=O)N1C2CCC1CC(NS(=O)(=O)C1CC1)C2 (stereo not given),-16.0

# (continued)
SMILES,SSB-PriA inh
COc1ccc(N2CCN(CCNC(=O)C3(c4ccccc4)CCOCC3)CC2)cc1,-4.0
Cc1noc(-c2ccc(N3CCC[C@H](C(=O)NCCc4cccs4)C3)nc2)n1,-5.0
COc1ccc(CN2CC(=O)C(c3nc4ccccc4[nH]3)C2=N)cc1OC (stereo not given),-15.0&4.0
Cc1ccc(-n2cc(C(=O)N3CCN(Cc4ccccc4)CC3)nn2)cc1,8.0
O=C(CCn1cnc2ccccc21)N/N=C\c1cccs1,3.0
Cc1ccc(CNC(=O)Cn2ccc3ccn(Cc4ccccc4F)c3c2=O)cc1,2.0
O=C(NCc1nc2ccccc2[nH]1)C1CN(S(=O)(=O)C2CC2)C1,-4.0
Cc1ccccc1COc1cn(CC(N)=O)c(C)cc1=O,-10.0
Cc1ccc2nc(N(CCN3CCOCC3)C(=O)c3ccno3)sc2c1,-10.0
Cn1cc(CC(=O)N2CCCC(Cc3nc(-c4ccccc4F)no3)C2)c2ccccc21 (stereo not given),-4.0
O=S(=O)(Cc1ccc(F)cc1)NCC(c1ccsc1)N1CCOCC1 (stereo not given),1.0
COc1ccc(OC)c(-c2ccc(=O)n(CCNC(=O)COc3ccccc3F)n2)c1,-10.0
COCCNC(=O)Cc1ccc(-n2c(=O)c3ccccc3n(Cc3cccc(C(F)(F)F)c3)c2=O)cc1,-9.0
Cc1cccc(-c2noc(-c3ccc[nH]c3=O)n2)c1,2.0
CCOC(=O)c1ccccc1NC(=O)CSc1nc2c([nH]c3ccccc32)c(=O)n1CC,0.0
CSC1CC2CCC(C1)N2C(=O)Cc1ccc(Br)cc1 (stereo not given),33.0
O=C(c1ccc(Cl)s1)N1CCS[C@H]1c1ccc(F)c(Br)c1,-15.0
Cc1cc(-c2nnc(NC(=O)COc3ccc(Cl)cc3Cl)o2)nn1C,-14.0&-8.0
O=C(COc1ncccn1)NCc1nccc(N2CCOCC2)n1,-2.0
COc1ccc(-c2c[nH]c(=S)n2-c2ccc(Cl)cc2)cc1,16.0
c1cc2nsnc2cc1-c1csc(N2CCOCC2)n1,2.0
Nc1ccc(C(=O)NN=Cc2cn(Cc3ccccc3)c3ccccc23)cc1,-4.7
Cn1nc2cc(Br)ccc2c1C(=O)N1CC(Oc2nccs2)C1,-13.0
C=CCn1c(SCC(=O)Nc2ccc3c(c2)OCCO3)nc2scc(-c3cccs3)c2c1=O,-15.0
COc1cc(OC)c(NC(=O)Cn2cnc3c(-c4ccc(F)cc4)csc3c2=O)cc1Cl,-20.0
O=C(Nc1ccc(S(=O)(=O)Nc2nccs2)cc1)C1CN(c2nc3ccc(F)cc3s2)C1,27.0
O=C(c1ccoc1)N1CCC(CNS(=O)(=O)Cc2cc(F)ccc2F)CC1,-1.0
CC(C)Oc1ccccc1C=NNC(=O)c1ccc(F)cc1,-5.2
c1ccc2[nH]c(CN3CCN(CCN4CCCC4)CC3)nc2c1,-15.0
COc1cccc(CNC(=O)CSc2ccc(-c3ccc(-n4ccnc4)cc3)nn2)c1,-11.0
COc1ccc(OC)c(-c2cc(C(=O)Nc3ccc4c(c3)N(C(=O)C3CC3)CC4)n(C)n2)c1,27.0
COc1ccc(/C=C/c2nn3c(-c4ccccc4Cl)nnc3s2)cc1OC,6.0
COc1ccc(-c2nnc3sc(CN4CCc5ccccc54)cn23)cc1,-6.0
CCn1c(C2CCN(C(=O)Cn3cnc(C)c(C)c3=O)CC2)nn(CCOC)c1=O,-11.0
COc1ccc(S(=O)(=O)CC(=O)Nc2c(C(N)=O)oc3ccccc23)cc1,-12.0
C=CCn1c(SCC(=O)Nc2ccc(F)c(Cl)c2)nc2sc3c(c2c1=O)CCC3,0.0
Cc1ccc(C)c2sc(N(Cc3cccnc3)C(=O)COc3ccccc3F)nc12,-14.0
CC(C)(C)OC(=O)NN=Cc1ccc(OC(=O)c2cccs2)cc1,2.3
Cc1ccc(Nc2c(C(=O)N3CCCC3)cnc3ccc(F)cc23)c(Br)c1,9.0
Cc1ccc2oc(=O)c(C=C(O)CC(C)C)nc2c1,-1.3
O=C1CC(c2ccsc2)CC(=O)N1,-7.0
O=C(Cc1cccc2ccccc12)N1CCN=C1SCc1ccc(Br)cc1,1.0
CCOc1ccc(-c2cc3c(SCc4cccc(F)c4)nccn3n2)cc1Cl,-16.0
COC(=O)c1ccsc1NC(=O)c1cc(C)n(C)n1,-13.0
O=C(O)c1ccc(COc2ccc(C=NNC(=O)c3cccs3)cc2)cc1,-13.3
COc1ccc(SCC2CCN(S(=O)(=O)c3ccccc3)CC2)cc1,-1.0
CCC(C(=O)Nc1c(C)nc2scc(C)n2c1=O)c1ccccc1 (stereo not given),6.0
Cc1cc(C)c(S(=O)(=O)Nc2c(C)nc(N3CCOCC3)nc2C)cc1C,7.0
COc1cc(C=Nn2nnnc2N)ccc1OCc1ccc(F)cc1,-8.0
O=C(NCc1ccco1)c1cn(Cc2ccc(F)cc2)nc1OCc1ccc(F)cc1,-2.0
CC(=O)N1CCN(C(=O)Cc2cc(-c3cccs3)on2)CC1,-14.0
Cc1nn(C2CCS(=O)(=O)C2)c2nc(-c3ccccc3)cc(C(=O)NCC3CCCO3)c12 (stereo not given),1.0
CC(C)Cc1ccc(S(=O)(=O)Cc2nc(-c3ccccc3Cl)no2)cc1,-17.0
COc1ccc(NC(=O)CCCSc2ccc(NC(C)=O)nn2)cc1OC,-8.0
C[C@@](O)(CNC(=O)c1ccccc1Br)Cc1ccco1,-10.0
CCn1c(C(F)C(F)(F)F)[n+](CC)c2ccccc21 (stereo not given),-4.0
Cn1nc2c(c1NC(=O)C1CCCN(S(=O)(=O)c3ccc(Cl)s3)C1)CCC2 (stereo not given),-9.0
CCn1ccc(C(=O)Nc2nc3ccc(NC(C)=O)cc3s2)n1,-5.0
Cc1ccc(NC(=O)Cn2cccc(-c3nc(-c4ccc(Br)cc4)no3)c2=O)cc1F,5.0
COc1ccc(NC(=O)CS[C@H]2CC(=O)N(c3ccc(C)c(C)c3)C2=O)cc1,-8.0

# Reformatted with each value named: entries from further up
Molecule: COc1cc(COCC2CCN(CC(=O)N3CCc4ccccc43)CC2)cc(OC)c1
  SSB-PriA inh: -2.0

Molecule: CC(C)(C)OC(=O)NN=Cc1ccc(OC(=O)c2cccs2)cc1
  SSB-PriA inh: 2.3

# Further entries.
SMILES,SSB-PriA inh
Cc1cc(NC(=O)CSc2nccnc2N2CCCCC2)no1,17.0
O=C(O)CC1C(=O)NCCN1Cc1ccccn1 (stereo not given),1.0&8.0
CCS(=O)(=O)Nc1cccc(C2=NN(S(=O)(=O)CC)C(c3ccco3)C2)c1 (stereo not given),0.0
CC1=CCC(C(=O)O)(C(=O)NN=Cc2cccs2)C(c2ccc([N+](=O)[O-])cc2)C1 (stereo not given),-1.8
CSc1cccc(NC(=O)Cn2nc3c(cc2=O)CCCC3)c1,-29.0

# Compound activity (PubChem BioAssay)

# An excerpt (hit frequency here may not be typical).
